Screening data: PubChem BioAssay, several laboratories
PP1 counter: PP1-alpha phosphatase inhibitors, primary screen, counter-screen for PP5 inhibitor project, biochemical, fluorescence, OMFP substrate, single point; 320,000 tested, 0.9% active; inhibition, % at 6.7 µM; purified PP1alpha; Serine/threonine-protein phosphatase PP1-alpha catalytic subunit (Homo sapiens), P62136;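 active = inhibition above the mean inhibition of all tested compounds plus 3 SD, computed separately for each screening campaign, cut at about 15% in these data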
ZTA DNA inh: counter-screen for EBNA-1 inhibitors: inhibitors of Epstein-Barr virus ZTA. P03206. ZTA-DNA binding, fluorescence polarization. inhibition, % at 11 µM. 320,000 tested, 0.15% active; in the data active = inhibition above about 33%
Target sequence (P03206 whole entry, looked up): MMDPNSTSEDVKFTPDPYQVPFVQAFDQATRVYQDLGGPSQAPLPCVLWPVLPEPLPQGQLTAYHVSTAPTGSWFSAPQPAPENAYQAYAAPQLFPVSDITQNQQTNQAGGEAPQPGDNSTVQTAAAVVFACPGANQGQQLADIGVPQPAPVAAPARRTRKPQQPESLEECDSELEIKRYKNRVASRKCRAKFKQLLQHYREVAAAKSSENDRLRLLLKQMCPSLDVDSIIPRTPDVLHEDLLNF
Efflux pump inh: inhibitors of Candida efflux pumps in yeast, primary screen, S. cerevisiae, Nile Red, multiplex; S. cerevisiae Candida pump triplex; 330,000 tested, 0.44% active; inhibition, % at 10 µM; AID 485275, 2010;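 active = plate passing quality check with inhibition over a set limit, or well fluorescence over plate mean plus 4 SD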;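 note: Nile Red retained in pooled yeast measured as flow cytometry median fluorescence; 0% = buffer negative control and 100% = Enniatin B positive control; higher means more Nile Red kept so more efflux inhibition; some compounds called inactive have numbers as strong as hits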
PP5 inh: PP5 phosphatase inhibitors, primary screen, biochemical, fluorescence; AID 1987, 2009; Serine/threonine-protein phosphatase 5 (Homo sapiens), P53041; inhibition, % at 6.7 µM; purified PP5c, OMFP substrate fluorescence; 320,000 tested, 0.18% active;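 active = inhibition above the campaign's mean inhibition across all tested compounds plus 3 SD, cut at about 9.5% in these data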;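 note: 0% = DMSO only and 100% = 100 µM cantharidin control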
TPT1 inhibitor: Candida albicans TPT1 enzyme inhibitors, primary screen, biochemical, fluorescence polarization; tRNA 2'-phosphotransferase TPT1 (Candida albicans SC5314); recombinant caTPT1, FP RNA substrate dephosphorylation; inhibition, % at 5 µM; 300,000 tested, 0.81% active;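 active = inhibition above the mean of all tested compounds plus 3 SD, set per screening campaign, cut at about 24% in these data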;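 note: plate controls were DMSO alone for no effect and ferristatin control at 100 nM for full effect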
HCV core dimer: inhibitors of HCV core protein dimerization, primary screen, biochemical, TR-FRET, high-throughput. TR-FRET GST/Flag-core106 dimerization, 1536-well. inhibition, % at 5 µM. 300,000 tested, 0.33% active. AID 1899, 2009;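 active = inhibition above the mean of all tested compounds plus 3 SD, set per screening campaign, cut at about 45% in these data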
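System – GST-tagged and Flag-tagged HCV core protein residues 1-106 · Repeats – one well for each compound · Technique – TR-FRET 671 and 617 nm emission · Doses – one concentration, 5 µM, in 0.5% DMSO · Times – 4 h, 22.5 °C incubation · Also added – Eu donor and XL665 acceptor anti-tag antibodies · Measure – percent inhibition of core106 dimerization signal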
CTSL1 counter: Fasciola hepatica cathepsin L1 inhibitors, primary screen, counter-screen for PFM18AAP inhibitor project, biochemical, QFRET, fluorogenic peptide substrate; 300,000 tested, 0.49% active; inhibition, % at 5.96 µM; recombinant F. hepatica cathepsin L1, Z-Leu-Arg-MCA fluorescence;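 active = inhibition above the mean of all tested compounds plus 3 SD, set per screening campaign, cut at about 17% in these data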;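 note: 0% = plate median of test compound wells and 100% = 1 µM Z-Phe-Ala-diazomethylketone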
PREPL inh: PREPL enzyme inhibitors, primary screen, biochemical, fluorescence polarization | Prolyl endopeptidase-like (Homo sapiens), Q4J6C6 | recombinant PREPL, fluorescence polarization activity-based probe | inhibition, % at 5.96 µM | 320,000 tested, 0.68% active | AID 2751, 2010; in the data active = inhibition above about 43%;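 note: 0% = enzyme with DMSO and 100% = wells lacking enzyme; many of its hits are not listed in these tables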
Target sequence (Q4J6C6 whole entry, looked up): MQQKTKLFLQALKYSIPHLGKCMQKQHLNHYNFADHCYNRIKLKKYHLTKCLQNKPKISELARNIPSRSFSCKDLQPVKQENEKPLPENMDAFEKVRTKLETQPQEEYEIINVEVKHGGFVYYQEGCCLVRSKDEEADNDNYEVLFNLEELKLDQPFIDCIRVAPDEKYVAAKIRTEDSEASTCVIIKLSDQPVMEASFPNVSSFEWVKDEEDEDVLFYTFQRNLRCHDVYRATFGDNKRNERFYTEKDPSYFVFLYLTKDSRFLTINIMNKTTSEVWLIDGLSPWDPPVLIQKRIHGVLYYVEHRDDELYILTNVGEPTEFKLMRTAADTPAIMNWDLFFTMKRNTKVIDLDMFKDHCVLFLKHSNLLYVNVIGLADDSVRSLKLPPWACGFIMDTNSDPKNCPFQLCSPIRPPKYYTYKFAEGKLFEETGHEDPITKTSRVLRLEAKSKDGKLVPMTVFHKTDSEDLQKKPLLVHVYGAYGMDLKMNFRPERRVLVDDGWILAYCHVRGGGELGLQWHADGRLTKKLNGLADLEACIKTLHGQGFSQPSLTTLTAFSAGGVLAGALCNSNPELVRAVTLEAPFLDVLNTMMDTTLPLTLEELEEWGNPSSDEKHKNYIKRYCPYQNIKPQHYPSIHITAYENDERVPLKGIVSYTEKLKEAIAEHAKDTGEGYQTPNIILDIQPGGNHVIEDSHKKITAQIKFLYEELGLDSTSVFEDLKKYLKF
EBNA-1 inh: EBNA-1 DNA-binding inhibitors, primary screen, biochemical, fluorescence polarization; inhibition, % at 14.8 µM; 300,000 tested, 0.34% active; in the data active = inhibition above about 28%
* = called active by the depositor; nt = not tested or not shown. An excerpt; count on the stated rates, not on these rows.

molecule	PP1 counter	ZTA DNA inh	Efflux pump inh	PP5 inh	TPT1 inhibitor	HCV core dimer	CTSL1 counter	PREPL inh	EBNA-1 inh
O=[N+]([O-])c1ccc(O)c(/C=N/NC(=S)Nc2ccc(Cl)cc2Cl)c1	1	-15	-0.2	-0.9	3	9	7	7	2
CCOC(=O)c1c(-c2ccccc2)nc2cc(C)ccn12	-3	-3	0.0	1.0	-3	-2	-1	4	0
CCC1CCc2c(sc(NC(=O)c3ccoc3C)c2C(N)=O)C1 (centres undefined)	9	-2	0.1	3.3	-1	23	1	16	-7
CCOC(=O)c1ccc(NC(=S)N2CCC(C(N)=O)CC2)cc1	-3	5	-0.1	-2.4	-2	-6	-2	1	2
Cc1ccc(NC(=S)N=Nc2c(O)[nH]c3ccccc23)cc1	-2	4	0.1	2.1	3	1	0	0	-2
Cc1ccc(CNC(=O)CN(C(=O)C2(C)CC(=O)N=C3C=CC=CN32)c2cccc(C)c2C)cc1 (centres undefined)	-1	-4	0.0	1.3	-3	4	0	7	5
CC1(C)C(=O)Nc2ccccc2N1C(=O)CN1C(=O)c2ccccc2C1=O	1	5	-0.1	-1.4	-5	-4	1	2	-6
COc1ccc(C(=O)Nc2cccc(/C=C(\CCC(=O)O)c3nc4ccccc4s3)c2)cc1	23*	18	0.1	1.0	7	64*	5	-10	9
COc1ccc(S(=O)(=O)N2c3ccccc3OCC2c2ccccc2)cc1 (centres undefined)	0	-2	0.0	2.0	0	14	2	-1	-12
CN1CCSc2ccc(C(=O)NCc3cccc(Br)c3)cc21	1	11	-0.1	3.6	0	1	1	-1	-2
CS(=O)(=O)N(CCc1ccccc1)CC(=O)N1CCN(c2ccccc2F)CC1	-3	-2	-0.2	0.2	-1	5	-1	-2	-5
O=C1CSC(c2cn(-c3ccccc3)nc2-c2cc3ccccc3oc2=O)N1Cc1cccnc1 (centres undefined)	4	3	0.1	1.3	-2	8	-3	10	-8
CC(C)CN1CCN=C1N(C)C	0	8	0.1	-1.1	-1	4	-1	2	8
CCn1c2ccccc2n2c(=O)c(=O)n(CC(=O)Nc3ccc(C(C)C)cc3)nc12	2	-16	0.0	0.6	-1	3	0	-9	3
CCOC(=O)c1c(C)[nH]c(C)c1S(=O)(=O)N1CCN(c2ccc(F)cc2)CC1	-6	3	0.1	2.6	1	-1	-2	9	-10

molecule	PP1 counter	ZTA DNA inh	Efflux pump inh	PP5 inh	TPT1 inhibitor	HCV core dimer	CTSL1 counter	PREPL inh	EBNA-1 inh
O=c1c2ccccc2cnn1CCOc1cccc(Br)c1	0	-10	-0.1	2.6	-2	1	1	-16	3
Cc1cccc2sc(NNC(=O)C3COc4ccccc4O3)nc12 (centres undefined)	8	-25	0.0	0.7	-1	2	9	-5	-6
O=C1CCCN1CC1CCCN(Cc2nc(COc3ccccc3)no2)C1 (centres undefined)	-1	6	0.0	1.3	0	1	-1	0	12
CCOC(=O)N1CCN(Cc2nc3cc(NC(=O)CC)ccc3n2CC)CC1	-3	5	0.0	-0.7	0	-4	-4	4	-6
O=C1C=C(c2ccc(Cl)c(C(F)(F)F)c2)C[C@@H](c2ccc3c(c2)OCO3)C1	1	-4	0.5	3.5	nt	nt	nt	-15	nt
CC(C)(C)c1ccc(-c2nnc(SC3CCOC3=O)n2Cc2ccccc2)cc1 (centres undefined)	5	-10	-0.1	-1.2	4	13	1	8	4
COc1ccc(-c2cc(C(F)(F)F)nc(SCCC(=O)N3CCN4CCCC4C3)n2)cc1 (centres undefined)	-2	-17	0.0	0.8	-4	-8	-2	-31	-2
CCN(CC)S(=O)(=O)c1ccc(OC)c(N)c1	-3	-8	-0.1	-0.3	-1	-1	7	14	4
COc1ccc(-c2cc3nc(-c4ccccc4)cc(N4CCCC(O)C4)n3n2)cc1 (centres undefined)	-3	-3	0.5	0.2	-2	2	-18	26	10
O=C(COC(=O)/C=C/c1ccc(Cl)cc1)Nc1ccccc1	1	-5	0.1	1.9	7	1	-1	15	-2
O=C(Cc1ccccc1[N+](=O)[O-])NNC(=O)Nc1ccc2c(c1)OCO2	11	-26	-0.1	1.5	-3	-12	1	-1	-4
Cc1ccc2nc3sc(C(=O)N4CCOCC4)c(N)c3cc2c1	-1	0	-0.1	-0.5	1	-6	-1	-7	4
CCN(CC)C(=O)COc1ccc(/C(C)=N/NC(=O)c2ccccc2O)cc1	-3	0	0.1	-0.2	0	-1	8	17	-3
Cc1cc(C)n(CCNC(=O)c2cc(COc3c(F)cccc3F)on2)n1	2	-2	0.2	-0.3	2	-5	-1	11	-9
CC(C)OCCCn1c(=O)c2ccccc2n2c(CCC(=O)NC3CCN(Cc4ccccc4)CC3)nnc12	4	-3	0.8	3.4	0	0	-5	3	-13

molecule	PP1 counter	ZTA DNA inh	Efflux pump inh	PP5 inh	TPT1 inhibitor	HCV core dimer	CTSL1 counter	PREPL inh	EBNA-1 inh
CCN(CC)S(=O)(=O)c1ccc2nnn(OCC(=O)Nc3cccc(C#N)c3)c2c1	2	-16	0.0	2.3	0	4	81*	-3	9
CCCn1c(C)cc(C(=O)COC(=O)CN=C2NS(=O)(=O)c3ccccc32)c1C	1	6	2.2	0.5	0	-5	-1	2	-4
COc1ccccc1/C=C1\SC(=S)N(CCC(=O)NNC(=O)c2ccccc2O)C1=O	5	1	-0.5	0.9	3	16	0	-15	-5
CCC1CCCCN1CCCNC(=O)c1cn(C)c2ccc(S(=O)(=O)N(C)C3CCCCC3)cc2c1=O (centres undefined)	3	2	0.1	0.2	-2	0	-1	21	-9
COc1cccc(-c2nc(C(=O)NCCCN3CCOCC3)cc3c2[nH]c2ccccc23)c1	0	-3	0.0	3.2	1	3	1	5	-1
COC(=O)NCN1C(=O)C2C3C=CC(C3)C2C1=O (centres undefined)	-5	19	-0.1	-2.4	3	1	0	3	-7
COc1ccc(C2=NOC(C(=O)NCc3ccccn3)C2)cc1 (centres undefined)	-1	-11	-0.1	0.5	0	-3	0	-2	-5
Cc1ccccc1OCC(=O)N/N=C/C=C/c1ccccc1	4	-31	0.0	0.0	-2	-5	15	-8	-2
O=C(O)/C=C/C(=O)Nc1cccc(C(F)(F)F)c1	0	7	0.0	-1.6	2	7	1	-3	16
O=[N+]([O-])c1nn(-c2ccc3c(c2)OCCO3)n(O)c1=NC1CCCCC1	-4	0	-0.1	2.9	-3	-3	3	-7	1
COc1ccc(-c2ccc(S(=O)(=O)N3CCCC3)cc2)cc1	-1	5	0.0	4.4	-1	10	0	-27	9
Cc1ccc(NC(=S)NC(NC(=O)Cc2cccc3ccccc23)C(Cl)(Cl)Cl)cc1 (centres undefined)	17*	-11	-0.1	3.2	3	11	-6	-3	1
Cc1ccccc1-n1ncc2c1CC(C)(C)CC2NC(=O)CCCN1CCCC1=O (centres undefined)	-2	6	0.0	-0.7	-2	-4	-3	3	4
CN1CCN(C(=O)c2c(O)c3cccc4c3n(c2=O)CCC4)CC1	-1	1	-0.2	-2.1	-5	3	1	9	4
O=C(Nc1ccc(N2CCOCC2)cc1)C1CCCCC1	-2	-4	-0.2	1.8	-1	-10	1	16	6

molecule	PP1 counter	ZTA DNA inh	Efflux pump inh	PP5 inh	TPT1 inhibitor	HCV core dimer	CTSL1 counter	PREPL inh	EBNA-1 inh
CCCCNc1c2c3c(cccc3n(C)c1=O)C(=O)c1ccccc1-2	-12	17	0.1	-11	-8	6	3	38	1
COc1ccc(Cc2nnc(SCC(=O)c3ccc4c(c3)NC(=O)CO4)o2)cc1	0	-6	0.0	0.8	4	10	6	7	-2
CCOc1ccc2nc(NC(NC(=O)CC)(C(=O)OC)C(F)(F)F)sc2c1 (centres undefined)	-4	-3	-0.2	0.9	-2	-2	3	10	8
Cc1cc(C)cc(C(=O)OCC(=O)Nc2ncccn2)c1	-2	-6	-0.1	1.3	nt	nt	nt	-5	nt
CCOC(=O)c1c(NC(=O)C[n+]2ccc(Cc3ccccc3)cc2)sc(C)c1C	6	-10	0.1	2.8	8	-3	3	5	-1
CCC(C)(C(=O)NC1CCCCC1)N(Cc1ccco1)C(=O)c1cnccn1 (centres undefined)	-1	-18	-0.1	-2.9	-1	1	-3	-3	0
O=C(NCc1ccccc1)C(c1ccccc1)N(C(=O)c1csnn1)C1CCCC1 (centres undefined)	-2	-2	0.0	1.3	-1	5	-1	6	-2
Cc1ccc(SCC(=O)N=C2NC(=O)CS2)cc1	0	0	0.0	0.0	12	1	-2	-5	-2
CCOc1ccccc1NC(=O)CN1C(=O)COc2ccc(C)cc21	1	-8	0.0	2.0	1	1	2	2	2
CS(=O)(=O)c1ccc(Sc2nc3ccccc3[nH]2)c([N+](=O)[O-])c1	-1	6	0.0	-3.3	-4	4	-4	0	18
O=C(N/N=C/c1ccccc1OC(F)F)c1cc(-c2ccncc2)nc2ccccc12	4	-4	-0.1	0.4	0	-19	3	6	13
Cc1cccc2cc(C#N)c(NCCNC(=S)NCCCN3CCOCC3)nc12	-2	13	-0.1	0.6	0	-2	2	33	5
CCOC(=O)C1C(c2ccccc2)NC(=S)NC1(C)O (centres undefined)	0	3	0.0	-0.5	-1	-1	-10	6	-3

Arranged by value in Efflux pump inh (smallest number first): three from the list above.
mol,Efflux pump inh
COc1ccccc1/C=C1\SC(=S)N(CCC(=O)NNC(=O)c2ccccc2O)C1=O,-0.5
Cc1ccc2nc3sc(C(=O)N4CCOCC4)c(N)c3cc2c1,-0.1
COc1ccc(-c2ccc(S(=O)(=O)N3CCCC3)cc2)cc1,0.0

Ordered by molar mass (descending): six of the compounds above
molecule	PP1 counter	ZTA DNA inh	Efflux pump inh	PP5 inh	TPT1 inhibitor	HCV core dimer	CTSL1 counter	PREPL inh	EBNA-1 inh
O=C(NCc1ccccc1)C(c1ccccc1)N(C(=O)c1csnn1)C1CCCC1 (centres undefined)	-2	-2	0.0	1.3	-1	5	-1	6	-2
O=C(N/N=C/c1ccccc1OC(F)F)c1cc(-c2ccncc2)nc2ccccc12	4	-4	-0.1	0.4	0	-19	3	6	13
COc1ccc(Cc2nnc(SCC(=O)c3ccc4c(c3)NC(=O)CO4)o2)cc1	0	-6	0.0	0.8	4	10	6	7	-2
CCOC(=O)c1c(NC(=O)C[n+]2ccc(Cc3ccccc3)cc2)sc(C)c1C	6	-10	0.1	2.8	8	-3	3	5	-1
CS(=O)(=O)c1ccc(Sc2nc3ccccc3[nH]2)c([N+](=O)[O-])c1	-1	6	0.0	-3.3	-4	4	-4	0	18
Cc1ccc(SCC(=O)N=C2NC(=O)CS2)cc1	0	0	0.0	0.0	12	1	-2	-5	-2
